# Compound activity deposited in PubChem BioAssay by several laboratories.
# Tat export inh: inhibitors of E. coli Tat protein transport. E. coli MC4100 TorA-mCherry Tat export, fluorescence. inhibition, % at 10 µM. actives 0.036% (n = 340,000). AID 488895;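 active means mean replicate inhibition at least 50% and at least half of replicates individually reaching 50%; inconclusive means only one of the two criteria met; inactive means neither criterion met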;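 further: exported cargo escapes ClpAP degradation while cytoplasmic cargo is degraded and loses fluorescence; 0% = median of neutral control wells and 100% = median of NaSCN control wells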
# HTR5A inv ctr: inverse agonist of human HTR5A in OPRM1-OPRD1 counter-screen. P47898. HTR5A cell line, luminescence, inverse agonism. inhibition, % at 9.3 µM. actives 0.083% (n = 340,000); in the data active means inhibition mostly above about 23%, no sharp cut-off; inactive means mostly below about 18%;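 further: 0% = cells with DMSO and 100% = no-cell wells with DMSO; some compounds called inactive have numbers as strong as hits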
# Target sequence (P47898 whole entry, looked up): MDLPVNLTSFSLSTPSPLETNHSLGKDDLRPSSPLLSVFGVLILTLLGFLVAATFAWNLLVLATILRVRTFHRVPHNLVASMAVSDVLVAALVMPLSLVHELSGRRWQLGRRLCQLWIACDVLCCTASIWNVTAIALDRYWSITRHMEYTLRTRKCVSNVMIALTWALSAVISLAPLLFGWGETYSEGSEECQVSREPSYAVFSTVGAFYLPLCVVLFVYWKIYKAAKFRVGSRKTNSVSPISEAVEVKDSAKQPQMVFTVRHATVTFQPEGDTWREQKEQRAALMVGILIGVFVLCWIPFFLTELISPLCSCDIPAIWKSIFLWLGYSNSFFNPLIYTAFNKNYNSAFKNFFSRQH
# E coli growth: reduces bacterial viability in AddAB counter-screen; E. coli V3065 growth, OD600 absorbance, 18 h; inhibition, % at 11.9 µM; actives 0.27% (n = 330,000); AID 449728;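 active means inhibition above the campaign's mean inhibition across all tested compounds plus 3 SD, cut at about 9.9% in these data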;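 further: uninfected addAB+ strain grown without phage in ampicillin broth; 0% = DMSO wells and 100% = ciprofloxacin 0.95 µg/ml wells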
# HTR5A ag: counter-screen for OPRM1-OPRD1 agonists: human HTR5A agonism; actives 0.61% (n = 340,000); activation, % at 9.3 µM; HTR5A agonist assay, luminescence, cell-based; in the data active means activation mostly above about 9.5%, no sharp cut-off; inactive means mostly below about 7.6%;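 further: 0% = cells with vehicle only and 100% = reference agonist; strong numbers were not always called active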
# AddAB inh: less growth of phage-infected E. coli with AddAB. actives 0.29% (n = 330,000). inhibition, % at 11.9 µM. E. coli expressing H. pylori AddAB, absorbance growth. AID 435030; in the data active means inhibition above about 12%;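 further: 0% = vehicle wells of infected cells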
# DAGLB inh: diacylglycerol lipase beta (human) inhibition | Q8NCG7 | HEK293T DAGLB membrane lysate, EnzChek fluorogenic substrate | inhibition, % at 5.17 µM | actives 0.059% (n = 340,000); in the data active means inhibition above about 34%;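 further: 0% = enzyme with vehicle and 100% = wells lacking enzyme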
# PKA-R2B activ: activators of human PKA-R2B complex; PKA-R2B holoenzyme dissociation, Cy5-IP20 fluorescence polarization; R2B truncated from residue 108, S112A mutant; 0% DMSO only, 100% 113 µM cGMP; activation, % at 11.4 µM; actives 0.079% (n = 340,000); AID 504700;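 active means activation above a cutoff set at the mean over all compounds plus 3 SD, cut at about 18% in these data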;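 further: higher means more holoenzyme dissociation and a rise in polarization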
# phage Ecoli inh: E. coli growth loss with phage present; inhibition, % at 11.9 µM; growth absorbance; actives 0.26% (n = 360,000); AID 651602; in the data active means inhibition above about 11%
# SUMO Mot1 rescue: inhibitors of SUMOylation pathway: yeast Mot1-301 growth rescue | S. cerevisiae Mot1-301 growth rescue, ATP luminescence, 38.5C; percent above DMSO median, 100 means doubled | growth rescue, % at 18.8 µM | actives 1% (n = 320,000);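 active means every valid replicate shows activation above 250% relative to neutral control wells; inactive means the rest, any valid replicate at or below 250%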;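 further: OY570 slx delta 5 strain wells were the positive control but not used for scaling; some compounds called inactive have numbers as strong as hits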
# CDK5 inh: CDK5/p35 (human) kinase inhibition; Recombinant CDK5/p35, ADP-Glo luminescence, 60 min; inhibition, % at 10 µM; actives 0.01% (n = 330,000); Q00535+Q15078;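 active means highest replicate inhibition of at least 50% and at least 75% of replicates reaching 50%; inconclusive means only one of the two criteria met; inactive means both criteria failed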;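 further: plate controls were DMSO neutral control for no effect and GW8510 at 10 µM for full effect; many of its hits are not listed in these tables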
# Target sequence (Q00535 whole entry, looked up): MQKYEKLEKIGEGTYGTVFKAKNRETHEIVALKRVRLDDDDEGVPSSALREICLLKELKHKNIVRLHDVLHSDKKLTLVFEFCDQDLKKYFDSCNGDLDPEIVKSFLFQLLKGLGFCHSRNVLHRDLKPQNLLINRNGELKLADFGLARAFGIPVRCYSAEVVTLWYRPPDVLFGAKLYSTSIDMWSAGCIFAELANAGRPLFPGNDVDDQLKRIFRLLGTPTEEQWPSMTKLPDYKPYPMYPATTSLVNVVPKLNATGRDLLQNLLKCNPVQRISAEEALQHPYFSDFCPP
# Target sequence (Q15078 whole entry, looked up): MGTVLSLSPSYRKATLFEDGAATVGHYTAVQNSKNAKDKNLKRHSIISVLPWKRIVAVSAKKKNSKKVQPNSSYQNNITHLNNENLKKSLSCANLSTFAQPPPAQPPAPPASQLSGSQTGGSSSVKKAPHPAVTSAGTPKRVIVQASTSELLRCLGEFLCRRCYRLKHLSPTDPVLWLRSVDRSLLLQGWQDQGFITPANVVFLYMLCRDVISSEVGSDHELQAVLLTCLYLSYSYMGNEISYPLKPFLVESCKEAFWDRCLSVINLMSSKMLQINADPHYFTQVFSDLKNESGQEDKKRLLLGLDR
# PKA-R1A act: activates the PKA-R1A holoenzyme complex | P00514+P68181 | PKA-R1A dissociation, Cy5-IP20 fluorescence polarization; scaled: DMSO 0%, 113 µM cGMP 100% | activation, % at 11.4 µM | actives 0.083% (n = 340,000);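 active means percent activation above the mean of all tested compounds plus 3 SD, cut at about 19% in these data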;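 further: higher means more PKAc released from R1A so a rise in polarization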
# An asterisk follows results filed as active; ? = inconclusive; / = no result given.
SMILES,Tat export inh,HTR5A inv ctr,E coli growth,HTR5A ag,AddAB inh,DAGLB inh,PKA-R2B activ,phage Ecoli inh,SUMO Mot1 rescue,CDK5 inh,PKA-R1A act
CN(C)/C=N/c1nc2nccc(-c3ccccn3)n2n1,4,4,0.3,-1,3.0,0,0,4.7,14,2.0,6
Cc1ccc(S(=O)(=O)N/N=C/c2ccccc2O)cc1[N+](=O)[O-],-6,-17,-2.2,6,0.4,5,-12,-0.1,-13,-3.8,8
O=C(CSc1ncnc2c1oc1ccccc12)Nc1cccc(C(F)(F)F)c1,0,-17,0.3,6,2.5,-9,-3,3.1,30,-1.0,-3
Cc1ccc(NC(=O)CC2CS(=O)(=O)CC2CC(=O)Nc2ccc(C)c(C)c2)cc1C (stereo not drawn),-8,17,-0.6,-1,0.9,1,-3,1.8,440*,-0.3,-2
Cn1ccnc1C(=O)c1ccc(N)cc1,-7,15,-1.1,-2,2.3,0,-13,2.9,10,0.4,0
CNC(=O)/C=C1\NC(C)(C)Cc2c1ccc1ccccc21,6,8,-1.8,-4,2.2,0,-6,1.2,-2,-0.7,-1
Cc1ccn(C(C)CC(=O)N2CCc3ccccc32)n1 (stereo not drawn),-4,-28,-0.3,1,1.9,-2,-6,1.3,-9,1.1,5
Oc1ccc(Cc2ncc(C(F)(F)F)cc2Cl)cc1,0,-5,-1.1,2,0.5,-6,6,6.6,0,-0.5,-7
CCOC(=O)c1c(NC(=S)NC(C)=O)sc(C)c1C,18,-6,-0.7,7,3.0,-3,-2,1.6,-9,-1.0,-7
CCN(Cc1cnn(C)c1)C(=O)c1cc(COc2ccc(F)cc2F)on1,2,-10,2.5,4,2.2,-1,-3,2.2,845,-0.5,-6
CN(CC(=O)Nc1ccc(F)c(F)c1F)C1CCCCC1,8,-11,3.0,3,1.4,-2,-6,5.3,-2,1.8,-9
Cc1ccc(OCc2n[nH]c(=S)n2-c2ccc(Br)cc2)cc1,-11,-12,-1.1,5,-2.0,1,-7,2.9,4,0.7,-11
CCOC(=O)C1(CC2CC2)CCN(Cc2ccc(OC)cc2F)CC1,-6,17,0.0,-7,0.0,-1,9,2.9,-5,0.8,-3
O=C(Nc1ncccn1)c1cc(-c2ccc(F)cc2)nc2ccccc12,3,-13,0.1,-2,0.7,0,0,1.5,16,0.7,-2
CC(Sc1nncn1C)C(=O)Nc1ccc(Cl)cn1 (stereo not drawn),12,-2,2.1,1,1.7,1,-8,2.6,-12,-4.1,1
C=CCn1c(C2CCCCC2)n[nH]c1=S,6,1,-1.5,0,1.1,-2,2,1.6,12,2.3,-4
CC1CC2=C(C(=O)O1)C(c1ccc(Cl)cc1)Nc1ccccc1N2 (stereo not drawn),14,-13,1.9,2,2.8,-1,-6,1.7,-7,-1.6,0
Cn1c(=O)[nH]c(=O)c2c1nc(Br)n2CCC(=O)c1ccccc1,-3,-26,1.0,-7,1.4,-3,-6,1.2,-15,-0.6,3
COc1ccc(OCC(O)Cn2c(Nc3cccc(C)c3)nc3c2c(=O)n(C)c(=O)n3C)cc1 (stereo not drawn),-2,-16,-1.0,0,0.0,1,3,2.1,/,-0.1,-2
O=C(Cc1ccc(-n2c(=O)c3ccccc3n(CC(=O)Nc3ccc(F)cc3F)c2=O)cc1)NCc1ccco1,3,-10,0.5,3,-1.3,1,-3,0.6,4,0.2,6
O=C(NNC(=O)C1C2C=CC(C2)C1C(=O)O)c1ccccc1 (stereo not drawn),-7,-21,-1.1,0,2.6,0,-4,-3.0,-14,-0.4,-12
Cc1nn(-c2ccccc2)c(C)c1-c1ccccc1O,-5,-4,-0.6,1,3.2,-4,-1,4.9,3,-0.3,0
CCCCOc1ccc(N=Nc2ccc(N)nc2N)cn1,-3,11,2.2,-3,1.6,26,-3,1.7,46,-0.8,-5
O=C(OCCOc1cccc(Cl)c1)c1ccc2ncsc2c1,-1,7,-2.1,-3,2.0,-18,-4,-0.1,25,2.5,-11
Cn1c(SCC(=O)c2ccccc2)nnc1-c1cccs1,11,-11,-1.3,3,2.3,0,-7,2.4,-3,-0.1,-2

# New compounds follow
SMILES,Tat export inh,HTR5A inv ctr,E coli growth,HTR5A ag,AddAB inh,DAGLB inh,PKA-R2B activ,phage Ecoli inh,SUMO Mot1 rescue,CDK5 inh,PKA-R1A act
O=C(NCCCNC(=O)c1ccco1)c1ccc(F)cc1,-4,6,-1.0,-2,2.9,-3,-2,-1.1,4,-0.1,-6
COc1cc(C(c2c(C)[nH][nH]c2=O)c2c(C)[nH][nH]c2=O)ccc1OC(=O)c1cccc([N+](=O)[O-])c1,2,-12,3.3,-3,1.6,2,-3,0.4,/,0.3,-3
COC(=O)c1c(C)cc(O)c(C)c1O,6,-3,-2.3,-1,0.8,-1,8,0.9,3,-0.2,-5
CCc1ccc(S(=O)(=O)N2CCN(C(=O)C3CCN(C(C)=O)CC3)CC2)cc1,-12,-10,2.6,5,1.0,-3,-9,0.4,-13,0.2,0
Cc1c(C(=O)Nc2ccccc2)sc2nc3n(c(=O)c12)CCCCC3,-4,-3,2.3,10,3.9,2,-17,0.8,9,1.0,3
O=C(Oc1ccc(C(=S)N2CCCCC2)cc1)c1ccccc1F,5,-7,-0.1,3,0.2,-3,-13,7.8,53,-0.7,0
Cn1cccc1Cc1nnc(SCC(=O)N2CCCc3ccccc32)n1-c1ccc(F)cc1,-10,6,-1.2,-2,3.3,-8,-11,3.8,40,0.7,1
Cc1cc(C)c2oc(C(=O)NC3CCS(=O)(=O)C3)cc(=O)c2c1 (stereo not drawn),-6,19,-1.0,0,3.2,-2,5,1.2,-14,2.3,-8
O=C(Cc1ccccc1)Nc1ccc(NC(=O)c2cccs2)cc1,-15,25,0.8,-2,0.8,-2,1,3.2,-16,0.2,0
CC(C)CN(CC(C)C)S(=O)(=O)N1CCC(C(=O)NCc2cccs2)CC1,-4,-6,-1.7,-1,-0.4,-6,-9,1.4,-7,1.6,-2
Cc1ccc2c(Cn3ccnc3)cc(=O)oc2c1C,7,-8,-2.1,2,0.7,0,0,-1.4,-9,-0.9,-12
Cc1nnsc1-c1onc(C)c1C(=O)O/N=C/c1ccc(Cl)cc1,-9,-25,-2.3,-2,-0.2,-2,-1,1.8,9,2.4,-7
COC(=O)CCC(=O)NC(=S)Nc1cc(Cl)ccc1Cl,3,0,-3.0,0,0.3,-6,-1,-2.0,-6,-2.7,-4
CC(NC(=O)Cn1cccc1C(=O)c1ccccc1)c1ccc2c(c1)OCCO2 (stereo not drawn),-8,21,2.0,5,0.5,-1,-11,1.9,9,1.6,13
CN(C)C(=O)CCc1ccc2c3c([nH]c2c1)[C@]1(C)[C@@H](C(=O)N2CCOCC2)C[C@H](CC(=O)NC(C)(C)C)C(=O)N1CC3,3,11,0.4,-3,1.1,0,1,4.2,/,-3.2,-2
CC(C)OC(=O)CN1CCN(C2c3ccccc3-c3ccccc32)CC1,-2,17,-0.7,0,2.1,-4,-1,1.6,9,-1.5,-11
CC1CCCN(c2nc3ccccc3nc2C(C#N)S(=O)(=O)c2ccccc2)C1 (stereo not drawn),-7,-4,0.4,1,0.6,2,-6,2.2,15,-1.7,6
O=C(Nc1ncc2c(n1)CC(c1ccc(Cl)cc1)CC2=O)c1ccco1 (stereo not drawn),-7,4,1.3,-2,-1.1,2,2,-0.5,57,-0.3,9
Cc1onc(-c2ccccc2)c1C(=O)Nc1nc(-c2cc(F)ccc2F)cs1,?,-2,-1.2,1,0.8,-5,-11,2.5,11,0.7,0
CC1=NC(C)(C)Cc2ccccc21,-7,-24,0.7,9,3.1,-1,-2,2.5,10,1.1,-1
O=C(NC1CCCCC1)[C@H](CSCc1ccccc1)N1Cc2ccccc2C1=O,-2,-16,-1.6,5,0.9,-6,4,1.7,-18,0.9,13
CC(C)(C)c1nnc(NC(=O)CS(=O)(=O)Cc2ccccc2)s1,4,12,-2.3,0,-1.3,1,-8,3.9,-5,-0.2,-10
O=C1CCCN1C(=O)CSc1nnnn1-c1ccccc1,8,-7,1.4,2,1.9,-1,-2,0.9,-11,-0.1,3
COc1ccc(CCNC(=O)Cc2ccc(C)cc2)cc1OC,5,-8,0.8,2,-1.5,-4,5,1.5,102,1.2,-3
NC(N)=NC(=S)Nc1ccc(Cl)cc1,-2,5,/,-1,/,0,-5,2.5,-13,1.5,2

# Next section:
SMILES,Tat export inh,HTR5A inv ctr,E coli growth,HTR5A ag,AddAB inh,DAGLB inh,PKA-R2B activ,phage Ecoli inh,SUMO Mot1 rescue,CDK5 inh,PKA-R1A act
O=[N+]([O-])c1ccccc1OCCOc1ccccc1[N+](=O)[O-],-2,13,-3.4,0,-3.1,1,1,-1.5,-24,0.2,-1
CCOc1ccccc1C(=O)OCC(=O)NCCNC(=O)COC(=O)c1ccccc1OCC,2,17,0.1,6,5.0,1,2,1.7,47,0.1,0
O=C(NCC1CCCO1)Nc1ccc2c(c1)OCO2 (stereo not drawn),-28,-7,1.3,3,1.3,1,-10,3.4,37,-0.1,-4
O=S(=O)(c1cccc2cccnc12)N1CCN(c2ccccc2)CC1,3,-5,2.2,-2,0.3,-1,-5,2.2,-13,-2.1,1
CC(=O)Nc1ccc(S(=O)(=O)NCC(=O)NC(C)c2ccc(S(N)(=O)=O)cc2)cc1 (stereo not drawn),2,-9,-3.0,-1,0.2,1,5,3.6,170,0.9,4
C/C(=N\NC(=O)c1cccs1)C(C)(C)C,-11,1,-1.1,6,3.8,2,1,1.1,211,-2.8,-1
O=C1C(c2ccc(F)cc2)N(Cc2ccc3c(c2)OCO3)C(=O)CN1C1CCCCCC1 (stereo not drawn),4,-63,0.7,1,1.1,-3,10,2.6,-18,0.4,4

# Single records (already shown).
# `O=C(Cc1ccccc1)Nc1ccc(NC(=O)c2cccs2)cc1` as listed: Tat export inh: -15; HTR5A inv ctr: 25; E coli growth: 0.8; HTR5A ag: -2; AddAB inh: 0.8; DAGLB inh: -2; PKA-R2B activ: 1; phage Ecoli inh: 3.2; SUMO Mot1 rescue: -16; CDK5 inh: 0.2; PKA-R1A act: 0
# `Cc1ccc(NC(=O)CC2CS(=O)(=O)CC2CC(=O)Nc2ccc(C)c(C)c2)cc1C` (stereo not drawn) as listed: Tat export inh: -8; HTR5A inv ctr: 17; E coli growth: -0.6; HTR5A ag: -1; AddAB inh: 0.9; DAGLB inh: 1; PKA-R2B activ: -3; phage Ecoli inh: 1.8; SUMO Mot1 rescue: 440*; CDK5 inh: -0.3; PKA-R1A act: -2
# `Cc1nnsc1-c1onc(C)c1C(=O)O/N=C/c1ccc(Cl)cc1` as listed: Tat export inh: -9; HTR5A inv ctr: -25; E coli growth: -2.3; HTR5A ag: -2; AddAB inh: -0.2; DAGLB inh: -2; PKA-R2B activ: -1; phage Ecoli inh: 1.8; SUMO Mot1 rescue: 9; CDK5 inh: 2.4; PKA-R1A act: -7
